Tau ThT inhib – blocks human tau fibril formation measured by thioflavin T; Potency, µM (series often up to 57.4 µM), for the others: at the highest dose activity, negative = inhibition, actives largely listed as inhibitors; AID 1460; recombinant tau K18 P301L, heparin-induced fibrillization, ThT fluorescence; P10636; actives 2.1% (n = 270,000); note: % is set by controls: 0 for no effect and ±100 for the full control effect; nearly all actives have a fitted effect of over 55% in size
Target sequence (P10636 561-689 P618L limits assumed): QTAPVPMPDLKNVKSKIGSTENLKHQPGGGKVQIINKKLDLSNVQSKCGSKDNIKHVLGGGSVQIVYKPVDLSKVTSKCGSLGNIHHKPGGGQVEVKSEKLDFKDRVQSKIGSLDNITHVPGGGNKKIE
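Tau K18 P301L fragment (15 uM unlabeled plus 0.24 uM Alexa 594-labeled) in 100 mM sodium acetate pH 7 with compound, fibrillization induced by 20 uM heparin for 6 hr at 37 C. Thioflavin T (30 uM) added, fluorescence read after 1 hr (ex 450, em 510 nm).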
GAA inh – inhibitors of human lysosomal alpha-glucosidase | P10253 | purified human GAA, 4-MU-alpha-glucoside fluorescence | Potency, µM (top dose mostly 76.9 µM), for the others: top-dose activity change, negative = inhibition, actives largely listed as inhibitors | actives 0.005% (n = 200,000);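 note: plate controls were uninhibited enzyme wells for no effect and no-enzyme background for full effect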
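Enzyme (4 nM final) mixed with compound (up to 77 uM), then 4-MU-alpha-D-pyranoside (400 uM final) added; 20 min at room temperature, pH 5.0. Reaction stopped at pH 10, fluorescence read, AC50 derived by Hill fit.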
aGlu spleen mod – lysosomal alpha-glucosidase (human) modulation; human spleen homogenate, 4-MU-alpha-glucoside fluorescence; Potency, µM (titrated, usually from 79.9 µM), for inactives: top-dose activity change, negative = inhibition, actives largely listed as inhibitors; actives 0.006% (n = 240,000); AID 2112;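 note: 0% = enzyme with vehicle and -100% = no enzyme basal signal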
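Enzyme source: human spleen homogenate, 1 ug/well. Buffer 50 mM citric acid/K phosphate pH 5.0, 0.01% Tween-20. 4-MU-alpha-glucoside 1 mM; 37 C x 40 min; NaOH/glycine stop; fluorescence.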
GAA glycogen – inhibitors or activators of human alpha-glucosidase glycogen cleavage; P10253; recombinant GAA, glycogen substrate, Amplex Red glucose oxidase fluorescence; Potency, µM (highest dose often 76.4 µM), without a hit: top-dose activity change, negative = inhibition, actives largely listed as inhibitors; actives 0.38% (n = 300,000); AID 2100;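 note: 0% = full enzyme reaction and -100% = no-enzyme basal signal; the screen sought inhibitors and activators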
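Natural-substrate format: glycogen cleavage by 4 nM human enzyme, glucose read by Amplex Red coupling (Ex 573, Em 610 nm). Normalized to enzyme and no-enzyme controls.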
Tau fluor cs – counter-screen for tau fibril formation inhibitors; actives 0.93% (n = 280,000); Potency, µM (doses to about 57.7 µM), for inactives: at the highest dose activity change, negative = decrease; AID 1463; tau K18 P301L Alexa594 fluorescence, heparin fibrillization; note: % is set by controls: 0 for no effect and ±100 for the full control effect; nearly all actives have a fitted effect of over 55% in size
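Human tau K18 P301L (15 uM unlabeled, 0.24 uM Alexa 594-labeled) in 100 mM sodium acetate pH 7 with 20 uM heparin, 6 hr at 37 C. ThT 30 uM added, 1 hr ambient; Alexa 594 FP and total fluorescence read at 555/632 nm.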
GLA spleen mod – inhibits or activates alpha-galactosidase in human spleen homogenate. actives 0.008% (n = 240,000). AID 2107. human spleen homogenate, 4MU-alpha-Gal fluorescence, 40 min. Potency, µM (top dose mostly 80 µM), for the others: at the highest dose activity change, negative = inhibition, most hits filed as inhibitors. P06280;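 note: 0% = enzyme with vehicle and -100% = no enzyme basal signal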
Target sequence (P06280 32-429 limits assumed): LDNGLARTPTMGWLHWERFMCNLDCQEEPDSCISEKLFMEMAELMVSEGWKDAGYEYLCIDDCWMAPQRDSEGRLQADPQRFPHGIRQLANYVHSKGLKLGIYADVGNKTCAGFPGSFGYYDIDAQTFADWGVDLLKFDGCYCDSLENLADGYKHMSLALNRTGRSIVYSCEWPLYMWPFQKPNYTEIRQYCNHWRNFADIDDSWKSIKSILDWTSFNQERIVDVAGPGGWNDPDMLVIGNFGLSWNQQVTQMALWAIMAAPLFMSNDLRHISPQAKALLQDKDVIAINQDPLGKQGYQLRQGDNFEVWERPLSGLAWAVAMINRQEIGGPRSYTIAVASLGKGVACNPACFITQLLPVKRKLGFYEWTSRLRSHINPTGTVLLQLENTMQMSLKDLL
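Fluorogenic readout (Ex 365/Em 440 nm) of 4-methylumbelliferone released from 1 mM 4-MU-alpha-galactoside by spleen homogenate, 40 min at 37C, pH 5.0. Data normalized to no-enzyme and enzyme controls; Hill-equation AC50 from compound titrations.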
HTT cytoprotect – protects HTT-Q103 PC12 cells, measured by ATP | PC12 HTT-Q103 induced, cytoprotection, ATP luminescence, 40 h | Potency, µM (titrated, usually from 56.4 µM), without a hit: cytoprotection (ATP increase), usual class: activators | actives 0.14% (n = 230,000) | AID 1471;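 note: % of control where 0% means no effect; nearly all actives have a fitted effect of over 45% in size; toxic huntingtin expression switched on by the ecdysone agonist tebufenozide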
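Compounds added alongside 100 nM tebufenozide, which induces toxic Q103 huntingtin exon 1-GFP in stable PC12 cells; surviving cells quantified by luminescent ATP measurement. Medium: phenol red-free DMEM, 5% equine and 5% calf serum.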
Tau fibril FP – tau fibrillization inhibition (FP) | P10636 | K18 P301L tau heparin fibrillization, Alexa594 FP, 6 h | Potency, µM (doses to about 57.7 µM), for the others: at the highest dose activity, negative = inhibition, hits mostly inhibitors | actives 0.39% (n = 280,000); note: % is set by controls: 0 for no effect and ±100 for the full control effect; nearly all actives have a fitted effect of over 55% in size
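Steps: dispense K18 P301L tau (15 uM plus 0.24 uM Alexa 594 tracer, final) in pH 7 sodium acetate; add compound; add heparin (20 uM final); incubate 6 hr, 37 C; add ThT (30 uM final); after 1 hr ambient, read FP.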
Active calls of the source: *; ? = inconclusive; . = not tested or not shown; & = joins results of further samples; [ ] = dose if it differs, or a comment. Calls come from the whole dose curve; as a rule, active = well fitted curve in the direction sought with a large enough effect; inconclusive = small, poorly fitted or top-dose-only effect, or another doubt; inactive = no such curve, though single readings can be large; an effect the other way counts as inactive or inconclusive. Potency is the fitted concentration of half-maximal effect.

Under each structure – GAA glycogen	Tau ThT inhib	HTT cytoprotect	aGlu spleen mod	Tau fibril FP	GLA spleen mod	GAA inh	Tau fluor cs
- O=c1[nH]c(=O)n(-c2cccc(Cl)c2)c(O)c1C=NCCN1CCCCC1
  20.0%	-25.2%	-4.1%	-6.7%	-7.2%	-0.7%	?	-21.2%
- C1=C(c2ccccc2)CCNC1
  2.7%	-7.2%	?	-10.5%	1.9%	3.7%	.	-6.2%
- CCOP(=O)(OCC)C(O)c1ccc(OC)c(OC)c1 (centres undefined)
  1.3%	-5.3%	14.2%	-5.3%	3.4%	2.9%	4.3%	-2.9%
- O=c1[nH]c(=S)n(C2CC2)c(O)c1C=Nc1cccc(C(F)(F)F)c1
  -9.1%	?	-13.1%[10 µM]	-5.9%	-15.4%	-0.1%	-6.4%	-15.9%
- O/N=C1\CCC2CN(C3CCCCC3)CC2C1 (centres undefined)
  4.7%	2.1%	6.8%	-4.8%	-12.8%	-1.2%	?	2.6%
- CCCCCCn1c(O)c(C=NCCN2CCOCC2)c(=O)[nH]c1=O
  7.2%	-6.2%	.	-2.3%	-6.0%	-0.6%	8.2%	-5.1%
- Cc1ccccc1-n1c(/C=C/c2ccc(O)cc2)nc2ccccc2c1=O
  -13.1%[76.3 µM]	-3.7%	.	.	-6.8%	.	.	?
- CCOc1ccc2nc(N3CCC(C(=O)Nc4ccc(Br)cc4F)CC3)sc2c1
  -7.2%[76.3 µM]	?	.	.	5.8%	.	.	-16.7%
- CC(=O)Nc1ccccc1C(=O)OCc1ccc(C(=O)c2ccccc2)cc1
  13.1%	?	10.2%	-8.6%	9.4%	-2.7%	-26.8%	-14.9%
- C=CCn1c(O)c(C(CC)=Nc2ccc3c(c2)CCC3)c(=O)[nH]c1=O
  -1.5%	-6.6%	10.1%[10 µM]	2.2%	0.8%	10.3%	.	-1.5%
- O/N=C1/C(=C\c2ccccc2)N2CCC1CC2
  2.0%	-3.8%	-10.6%[0.074 µM]	-1.1%	7.4%	-2.9%	7.4%	-0.2%
- CC12CN3CC(C)(CN(C1)C3c1ccco1)C2=O (centres undefined)
  -1.9%	-6.4%	11.5%	-3.8%	-11.3%	1.2%	1.2%	-3.6%
- CN1CCc2nc3sc(C(=O)NC(C)(C)C)c(N)c3cc2C1
  3.1%	1.5%	3.4%	2.4%	-5.5%	5.8%	7.0%	-2.9%
- COc1ccc(-n2c(O)c(C(C)=NCC3CCCO3)c(=O)[nH]c2=O)cc1 (centres undefined)
  9.6%	-5.0%	17.4%[10 µM]	-6.0%	-8.0%	-9.0%	.	-6.3%
- O=P(O)(O)/C=C(\Cl)c1ccccc1
  3.3%	-5.4%	1.5%	-3.5%	0.5%	-8.0%	-6.2%	-2.4%
- CC(=NCc1ccco1)c1c(O)n(-c2ccc(Cl)cc2)c(=O)[nH]c1=O
  -2.6%	-2.8%	16.0%[10 µM]	-16.7%	3.2%	6.5%	.	-12.0%
- O=S(=O)(c1ccccc1)N1CN2CCN(C2)C1
  -15.1%	-1.7%	7.6%	9.0%	-1.1%	15.9%	-3.4%	-2.0%
- Cc1cccn2c(=O)c3c(nc12)N1CCCCC1C1(C3)C(=O)N(C)C(=O)N(C)C1=O (centres undefined)
  -2.2%	-17.3%	1.6%[10 µM]	-12.4%	-1.3%	-6.5%	-8.2%	5.0%
- CC(=NCCc1c[nH]c2ccccc12)c1c(O)n(Cc2ccccc2)c(=O)[nH]c1=O
  -1.2%	-17.8%	-1.6%[10 µM]	0.7%	-2.2%	-0.6%	.	-26.3%
- Clc1ccc([C@@H]2C[C@H]3CC[C@@H]2N3)cn1
  .	-5.9%	-5.0%	6.6%	-4.6%	6.5%	.	-3.7%
- COc1ccc(CCNC2CCCCC2)cc1OC
  14.5%	2.5%	3.1%[10 µM]	0.0%	2.7%	-3.5%	?	2.5%
- NC(CP(=O)(O)O)C(=O)O (centres undefined)
  .	1.5%&7.9%	-18.3%	5.1%&-0.7%	0.3%&9.6%	4.8%&1.7%	.	-3.5%&4.3%
- O=[N+]([O-])c1ccc(N2CCOCC2)c2cccnc12
  2.7%	-11.1%	-18.9%	.	-6.8%	0.9%	-3.8%	-2.9%
- O=C(c1ccc(Cl)cc1)C1CCCN(Cc2cccc3cnccc23)C1 (centres undefined)
  7.5%	?	-25.4%	-5.6%	-2.9%	-5.4%	?	-8.4%
- Cc1ccc(-c2nc3ccccc3c(=O)n2-c2ncccc2C)cc1
  -1.1%	-0.3%	8.6%	-3.6%	-1.4%	-0.1%	2.4%	-4.3%
- CCOP(=O)(OCC)C1(O)C(=O)Nc2ccccc21 (centres undefined)
  -2.4%	-3.3%	13.8%[10 µM]	2.5%	1.0%	4.3%	4.6%	-5.0%
- CC(=O)N1N=C2C3CCN(CC3)C2C1c1ccc(C)cc1 (centres undefined)
  -5.1%	-3.5%	.	-0.7%	?	-7.2%	3.9%[15.4 µM]	-1.9%
- COc1cc(OC)c(OC)cc1/C=C1/C(=O)NC(=O)N(Cc2ccccc2)C1=O
  -6.7%	?	-14.7%[10 µM]	2.5%	-5.8%	3.2%	-8.2%	-14.0%
- CCN(CC)c1ccc(/C=C2\C(=O)NC(=O)N(Cc3ccco3)C2=O)cc1
  -1.0%	?	0.7%[10 µM]	-6.5%	-3.5%	-14.2%	-8.3%	2.7%
- CC(C)C12CN3CCN(CC(C3)C1O)C2 (centres undefined)
  5.6%	0.1%	-4.8%	-1.3%	4.7%	-3.0%	-2.7%	2.9%

The closing three records of the section before come first, to join the parts:
Under each structure – GAA glycogen	Tau ThT inhib	HTT cytoprotect	aGlu spleen mod	Tau fibril FP	GLA spleen mod	GAA inh	Tau fluor cs
- COc1cc(OC)c(OC)cc1/C=C1/C(=O)NC(=O)N(Cc2ccccc2)C1=O
  -6.7%	?	-14.7%[10 µM]	2.5%	-5.8%	3.2%	-8.2%	-14.0%
- CCN(CC)c1ccc(/C=C2\C(=O)NC(=O)N(Cc3ccco3)C2=O)cc1
  -1.0%	?	0.7%[10 µM]	-6.5%	-3.5%	-14.2%	-8.3%	2.7%
- CC(C)C12CN3CCN(CC(C3)C1O)C2 (centres undefined)
  5.6%	0.1%	-4.8%	-1.3%	4.7%	-3.0%	-2.7%	2.9%
- CCOC(=O)C1CCN(/C=C2\C(=O)NC(=S)N(CC)C2=O)CC1
  9.1%	6.8%	-61.3%[inhibitor]	-2.0%	3.7%	-0.6%	?	5.0%
- COc1ccc(C2NCc3ccc4c(c3-n3cccc32)OCO4)cc1O (centres undefined)
  ?	-0.6%	-11.3%[0.074 µM]	2.9%	-3.8%	2.0%	-0.5%	1.9%
- O=c1[nH]c(=S)[nH]c(O)c1N=Nc1ccc(S(=O)(=O)N2CCc3ccccc32)cc1
  6.8%	5.01µM*	-40.5%[inhibitor]	-10.6%	9.0%	5.2%	?	?
- COc1ccc2c(c1)CCC1[C@@H]2CCC2(C)[C@@H](NCCCCCCN3C(=O)C=CC3=O)CC[C@@H]12 (some centres undefined)
  .	?	-4.0%	0.8%	-13.1%	5.1%	.	-19.0%
- COc1ccc(C(=O)c2c(C)n(CCN3CCOCC3)c3cc(I)ccc23)cc1
  .	-12.4%	?	0.6%	-10.1%	1.6%	.	-16.6%
- COC(=O)c1ccc(C(=O)OC)c(NC(=O)Oc2ccccc2)c1
  0.7%	-16.5%	-0.8%[10 µM]	?	10.2%	?	?	-3.2%
- COc1ccc(N2C(=O)CC(N3CC=C(c4ccccc4)CC3)C2=O)cc1 (centres undefined)
  ?	?	-3.1%[10 µM]	6.4%	-20.7%	-12.5%	1.8%	-20.5%
- COc1ccc(-c2nc(CN3C(=O)CN=C(c4ccccc4Cl)c4cc(Cl)ccc43)c(C)o2)cc1OC
  6.8%[76.3 µM]	-6.8%	.	.	7.4%	.	.	3.3%
- CN1C(=O)C(Cc2ccc3c(c2)OCO3)C(=O)N(C)C1=O
  39.8µM*	3.8%	-8.0%	-5.1%	1.7%	3.0%	-4.0%	4.6%
- O=c1c2cc(Br)ccc2[nH]c(=S)n1-c1ccccc1
  2.3%	4.5%	-27.5%	0.6%	-1.3%	3.6%	-5.8%	2.8%
- Nc1ccc2cc(Br)ccc2c1
  -1.8%	?	-14.6%	2.7%	-8.8%	0.5%	-0.8%	?
- CN(CCc1ccccc1)Cc1ccccc1[N+](=O)[O-]
  4.4%	-10.8%	18.0%	-6.0%	-9.6%	0.2%	4.8%	-15.4%
- CCCCN(Cc1ccccc1)C1CCN(CCc2ccccc2)CC1
  6.9%	-3.1%	-19.1%[10 µM]	-9.8%	-2.5%	-10.8%	-4.7%	4.2%
- CCC(C)n1c(C)cc(C(N)=O)c1C (centres undefined)
  -1.3%	-8.5%	-12.0%	4.1%	-1.5%	4.8%	4.9%	-3.7%
- C/C=C1/C[C@@H](C)[C@](O)(CO)C(=O)OCC2=CCN3CC[C@@H](OC1=O)C23 (some centres undefined)
  .	-12.4%	-7.8%[1.9 µM]	-0.4%&-0.1%	-7.2%	-5.1%&10.1%	.	-15.1%
- COc1ccc(CCn2c(O)c(C=Nc3ccccc3F)c(=O)[nH]c2=O)cc1OC
  9.2%	?	9.3%[10 µM]	-1.9%	-8.1%	-6.4%	-8.0%	-12.1%
- CC(C)CC1C(=O)N2CCCC2C2(O)O[C@@](NC(=O)C3C=C4c5cccc6[nH]c(Br)c(c56)CC4N(C)C3)(C(C)C)C(=O)N12 (some centres undefined)
  .	?	-45.7%[inhibitor]	4.4%	8.4%	8.6%	.	?
- Nc1ncnc2c1ncn2[C@@H]1O[C@H](COP(=O)(O)CP(=O)(O)O)[C@@H](O)[C@H]1O
  .	-1.8%	-60.4%[inhibitor]	3.4%	-9.4%	6.6%	.	-9.8%

These rows are one share of the data. The share of hits here may be higher or lower than overall.
